# FXIIa inh = blocks human coagulation factor XIIa protease activity. P00748. purified FXIIa, Boc-QGR-AMC fluorogenic substrate, 2 h. inhibition, % at 5 µM. 220,000 compounds, 0.3% hits. AID 800; in the data active = inhibition above about 40%;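 also: 0% = enzyme with no compound and 100% = blank without enzyme; many of its hits are not listed in these tables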
# Rad51 HR inh = Rad51 (human) homologous recombination inhibition; Q06609; hRad51 DNA strand exchange, fluorescence dequenching; AID 1385; inhibition, % at 10 µM; 200,000 compounds, 0.085% hits;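 active = inhibition above 40% at the single screening dose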;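 also: 0% = DMSO control wells and 100% = blanks with heterologous ssDNA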
#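 Test system: preformed human Rad51 ssDNA filaments. Compound dosing: single dose, 10 µM final compound. Incubation: filaments 15 min 37 °C, then compound 30 min. Technique: FRET fluorescence dequenching, excitation 485 nm, emission 520 nm. Read-out basis: percent inhibition from fluorescence, normalised to plate control and blank means. Benchmarks: plate controls and plate blanks.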
# MDM2 E3 inh = blocks human Mdm2 ubiquitin ligase activity; Q00987; cell-based MDM2 ubiquitination luciferase reporter, 2 h; 0 = plate control, 100 = twice control, blank-subtracted; signal enhancement, % at 5 µM; 210,000 compounds, 0.11% hits;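 active = signal enhancement of 30% or more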;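 also: luminescence tracks abundance of the self-degrading MDM2-luciferase fusion protein; higher signal means inhibition of MDM2 E3 ligase activity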
#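 Buffer or medium: Cells held in DMEM | Assay system: Stable mammalian line carrying autodegrading MDM2–luciferase fusion reporter | Quantity: 2000 cells/well | Times: 4 h settle plus 2 h compound, 37 °C | Doses: One concentration, 5 µM, with 0.2% DMSO | Technique: Luminescence with SteadyLite reagent, 15 min at room temperature | Benchmarks: Plate controls and plate blanks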
# eIF4E 4G PPI = blocks eIF4E binding to eIF4G | P63073+Q04637 | TR-FRET eIF4E-eIF4GI(517-606) binding, 2 h | inhibition, % at 21.7 µM | 220,000 compounds, 0.37% hits | AID 782;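 active = inhibition above about 30%, limit read from the data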;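 also: 0% = full FRET control wells and 100% = background wells lacking eIF4GI fragment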
# Wee1 stabilizer = human Wee1 degradation inhibition, primary screen; P30291; HeLa Luc-Wee1K328M stability, luciferase luminescence; 100% = proteasome inhibitor MG132 effect; reporter increase, % at 5 µM; 220,000 compounds, 1.2% hits;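 active = activation above the mean of all tested compounds plus 3 SD, set per screening run, cut at about 8.8% in these data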;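 also: cells exposed to compound for 20 h before luminescence read; 0% = DMSO alone and 100% = MG132 at 30 µM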
# Target sequence (P30291 whole entry K328M): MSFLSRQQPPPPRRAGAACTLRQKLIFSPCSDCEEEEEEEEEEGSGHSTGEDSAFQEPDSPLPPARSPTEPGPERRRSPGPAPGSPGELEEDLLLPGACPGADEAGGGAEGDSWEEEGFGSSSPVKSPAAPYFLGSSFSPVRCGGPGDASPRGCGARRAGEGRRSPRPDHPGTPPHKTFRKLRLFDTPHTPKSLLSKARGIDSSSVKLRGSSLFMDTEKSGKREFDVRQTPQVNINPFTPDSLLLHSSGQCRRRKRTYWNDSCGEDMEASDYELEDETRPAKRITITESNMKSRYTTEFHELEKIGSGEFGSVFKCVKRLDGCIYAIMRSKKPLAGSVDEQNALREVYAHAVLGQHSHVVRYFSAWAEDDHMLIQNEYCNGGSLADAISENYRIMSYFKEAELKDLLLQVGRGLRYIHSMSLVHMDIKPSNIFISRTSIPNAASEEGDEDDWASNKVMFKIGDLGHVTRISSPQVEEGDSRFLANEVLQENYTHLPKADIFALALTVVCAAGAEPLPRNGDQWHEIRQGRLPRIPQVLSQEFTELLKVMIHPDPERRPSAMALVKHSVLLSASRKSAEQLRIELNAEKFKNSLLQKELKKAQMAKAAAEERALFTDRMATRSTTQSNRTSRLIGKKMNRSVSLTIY
# hK5 inh = inhibitors of human kallikrein 5; recombinant hK5, fluorogenic AMC substrate cleavage; inhibition, % at 5 µM; 210,000 compounds, 0.59% hits; AID 873;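 active = inhibition of 40% or more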;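 also: 0% = enzyme controls without compound and 100% = no-enzyme blanks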
# Target sequence (Q9Y337 67-293 limits assumed): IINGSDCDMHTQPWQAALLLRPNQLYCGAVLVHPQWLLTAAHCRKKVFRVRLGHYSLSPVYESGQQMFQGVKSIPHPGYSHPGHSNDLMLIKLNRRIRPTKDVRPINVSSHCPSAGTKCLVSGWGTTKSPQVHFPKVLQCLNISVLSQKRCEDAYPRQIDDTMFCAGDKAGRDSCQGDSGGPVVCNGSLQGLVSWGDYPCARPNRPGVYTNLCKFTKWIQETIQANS
# 14-3-3 Bad PPI = disrupts binding of bovine 14-3-3 zeta to phospho-Bad peptide; TR-FRET 14-3-3zeta/Dy647-pBad peptide displacement, 1 h; AID 781; 220,000 compounds, 0.71% hits; inhibition, % at 21.7 µM; P63103;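 active = inhibition above about 70%, limit read from the data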;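 also: 0% = full 14-3-3 plus peptide FRET controls and 100% = background without 14-3-3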
# FXIa inh = factor XIa (human) inhibition; 220,000 compounds, 0.14% hits; P03951; AID 798; inhibition, % at 5 µM; purified FXIa, Boc-Glu-Ala-Arg-AMC fluorogenic substrate;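 active = inhibition of at least 40%; inactive = inhibition below 40%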;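 also: fluorescence of freed AMC excited at 355 nm; 0% = enzyme without compound and 100% = no enzyme blank; many of its hits are not listed in these tables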
# p97 ATPase inh = human p97 ATPase inhibition. P55072. recombinant p97 ATPase, Kinase-Glo ATP luminescence, 3 h. inhibition, % at 8 µM. 220,000 compounds, 0.42% hits. AID 1481; in the data active = inhibition above about 15%;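 also: 0% = DMSO vehicle and 100% = wells lacking enzyme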
# Starred values were filed as active, the others as inactive; · = no result given; [ ] = another dose, or the depositor's remark.
SMILES	FXIIa inh	Rad51 HR inh	MDM2 E3 inh	eIF4E 4G PPI	Wee1 stabilizer	hK5 inh	14-3-3 Bad PPI	FXIa inh	p97 ATPase inh
CCn1c(N2CCN(S(=O)(=O)c3ccccc3C(F)(F)F)CC2)nc2ccccc21	12	3	-16	7	-2	-4	59	-2	-2
Cc1cc(C)n(-c2cc(O)c(-n3nc(C)cc3C)cc2O)n1	6	-14	-12	0	-2	-7	-3	-2	0
Cn1cc(S(=O)(=O)NCc2cccs2)c(=O)n(C)c1=O	15	-5	-19	4	-2	-1	3	4	-4
Cc1ccc(NC(=O)CSc2ncnc3ccccc23)cc1S(=O)(=O)N1CCOCC1	2	2	-17	-3	4	0	0	-3	3
COc1cc(N(C)C)c([N+](=O)[O-])cc1C(=O)N1CCOCC1	-1	11	-2	3	2	-4	-6	-5	2
CCN(CC)CCNS(=O)(=O)c1ccc(OC)c(Br)c1	-4	-14	-10	-4	1	-14	30	-11	1
O=C(CCn1c(=O)c2ccccc2n(CC(=O)N2CCN(c3ccccc3)CC2)c1=O)NCc1ccco1	8	5	11	1	7	0	-12	-2	0
Cc1ccccc1NC(=O)c1csc2c1CCCC2	21	-9	-21	6	-2	-6	3	4	0
O=S(=O)(NCc1ccccn1)c1ccc(Cl)s1	12	1	-3	0	1	·	-20	1	2
Cc1cc(C(=O)Nc2c(C)n(C)n(-c3ccccc3)c2=O)cs1	6	13	2	-16[fluorescence artefact?]	0	-15	-1[fluorescence artefact?]	4	4
CCc1ccc(N2CC(C(=O)Nc3cccnc3)CC2=O)cc1 (stereo not drawn)	18	·	-15	2	-2	-10	-7	-4	1
Cc1ccc(/C=C2\SC(=S)N(c3cccnc3)C2=O)o1	12	-6	·	2	3	6	9	6	7
COc1ccc(NC(=O)CSc2ncnc3c2cnn3CCc2ccccc2)cc1	12	-2	-35	-5	-1	-3	4	2	6
O=S(=O)(NCCc1cn2ccccc2n1)c1ccc2c(c1)OCCO2	15	-4	-10	-4	-1	-2	-10	0	2
COc1ccc(CCNC(=O)c2ccc(CSc3ccccc3)o2)cc1	4	-11	-6	0	-3	-3	-3	-2	1
CC(=O)N1C(Nc2ccc(Cl)cc2)CCN1c1ccccc1 (stereo not drawn)	7	-2	3	4	2	4	4	-1	1
CCC(C)(C)C1CCc2nc3ccccc3c(C(=O)OC(C)C(=O)Nc3c(C)n(C)n(-c4ccccc4)c3=O)c2C1 (stereo not drawn)	9	·	3	-6	0	2	-24	5	5
O=C1S/C(=C/c2ccc(N3CCOCC3)o2)C(=O)N1Cc1c(F)cccc1Cl	17	-363	-19	-3	-1	8	-3[fluorescence artefact?]	6	-1
O=C(Nc1cc(S(=O)(=O)Nc2ccccc2Cl)ccc1O)c1sc2cc(Cl)ccc2c1Cl	13	-27	-1	14	1	0	1	4	0
CC(CC(=O)N1CCc2ccccc21)c1ccccc1 (stereo not drawn)	15	9	-8	0	0	16	12	1	-3
CCC(=O)Nc1cccc2cccnc12	7	10	-13	2	-3	-2	-4	-6	4
CCOc1ccccc1C1C2CCCCC2(O)CCN1C(=O)c1cccs1 (stereo not drawn)	-7	0	-9	-2	-1	2	4[fluorescence artefact?]	-13	-9
COc1ccc(S(=O)(=O)N/N=c2\oc3c(OC)cccc3cc2S(=O)(=O)c2ccc(C)cc2)cc1OC	16	·	·	7	2	·	0	6	3
O=C(Cc1ccc(Br)cc1)N1CCN(c2ccccc2)CC1	5	-4	-11	12	1	-4	-4	-4	-1
COCCn1c(C(=O)N2CCCC2)cc2c1C[C@H]1CN(C(=O)c3ccccc3)[C@@](Cc3ccc(F)cc3)(C(=O)OC)[C@@H]21	8	9	·	2	-2	-9	9[fluorescence artefact?]	-2	-5
CC(C)C12CN3CC(C(C)C)(CN(C1)C3c1ccc([N+](=O)[O-])o1)C2=O (stereo not drawn)	7	-44	-3	4	-2	2	5	0	5
CC(=O)NCCn1c(SCC(=O)NCCC2=CCCCC2)nc2ccccc2c1=O	3	-4	·	0	2	-1	-6	1	-7
O=C(Nc1cccc(C(F)(F)F)c1)N1CCC(c2nc(-c3ccc(F)cc3)no2)CC1	-1	-1	-9	2	-4	9	0[fluorescence artefact?]	-3	-3
COc1ccc(OC(=O)c2ccc3nsnc3c2)cc1	15	-11	-4	5	1	-6	13	6	0
Cc1sc(NC(=O)c2ccccc2)c(C(=O)NC(C)C)c1C	14	-1	-15	-6[fluorescence artefact?]	0	7	4[fluorescence artefact?]	1	2
O=C(O)c1cc([N+](=O)[O-])ccc1C(=O)Nc1ccccc1	2	-1	-10	9[fluorescence artefact?]	-2	-6	27	-6	-2
CCN(CC)C(=O)CCS(=O)(=O)c1cccc2nonc12	14	-2	-43	-2	1	0	-8	2	4
CSc1oc(-c2ccccc2)nc1C(N)=O	6	-7	-14	4	-2	0	-3	-1	4
Cc1ccc(C(=O)Nc2cccc(C(=O)N3CCOCC3)c2)cc1	-1	-11	-9	5	4	-12	36[fluorescence artefact?]	0	-6
CCCc1cc(C(=O)Nc2ccc(C(C)=O)cc2)no1	7	-2	-16	2	0	-9	1	-4	1
COc1ccccc1C1CCN(C(=O)c2cnn(-c3ccccc3)c2C)CC1	5	22	-17	-6	-1	3	5	13	-4

# Arranged by the number under FXIIa inh (lowest first): some entries from above.
Molecule	FXIIa inh
O=C(Cc1ccc(Br)cc1)N1CCN(c2ccccc2)CC1	5
Cc1cc(C(=O)Nc2c(C)n(C)n(-c3ccccc3)c2=O)cs1	6
CCc1ccc(N2CC(C(=O)Nc3cccnc3)CC2=O)cc1 (stereo not drawn)	18

# Later entries.
SMILES	FXIIa inh	Rad51 HR inh	MDM2 E3 inh	eIF4E 4G PPI	Wee1 stabilizer	hK5 inh	14-3-3 Bad PPI	FXIa inh	p97 ATPase inh
O=S(=O)(c1ccccc1)c1nc(-c2ccco2)oc1NCCCn1ccnc1	-3	·	-5	-9	-2	-23	3	-8	6
COC(=O)c1cc2occc2n1CC(=O)Nc1ccc(C)cc1C	12	-7	5	0	1	-32	-4	0	-5
CCN(CC)CCCNC(=O)CNC(=O)c1nn(-c2ccc(OC)cc2)c(=O)c2ccccc12	8	0	21	4	-1	1	-16	-2	10
O=C(Nc1ccccc1)c1ccc(S(=O)(=O)NCC2CCCO2)cc1 (stereo not drawn)	-7	·	-12	-2	4	-20	6	-6	-4
COC(=O)c1ccc(Cn2nc(C)cc2C)cc1	22	4	-9	-6	-1	-10	2	16	4
Nc1nnnn1/N=C/c1cc(Cl)cc(Cl)c1OCc1ccc(Cl)cc1Cl	19	10	-7	-32	-1	-25	6	-1	5
CCCCNCCOCCOc1ccc(Cl)cc1Br	4	·	-7	-1	6	-9	11	3	-8
O=c1c2ccc(Cl)cc2nc(-c2ccc([N+](=O)[O-])cc2)n1O	-3	19	-3	1	-2	-14	-6	-5	1
CCOC(=O)c1c(NC(=O)CSc2nncn2C)sc(C)c1C	-2	·	-1	3	-3	-10	5	-3	-2
COc1ccccc1NC(=S)NC1CCCCCC1	-1	1	-8	5[fluorescence artefact?]	2	4	-13[fluorescence artefact?]	-9	-4
COc1cccc(NC(=O)Nc2cc(Cl)ccc2C)c1	4	-5	-15	1	-5	-51	1	0	3
COc1ccc(S(=O)(=O)N/N=C(/C)c2ccc(Cl)cc2)cc1	1	0	-6	4	-2	3	-8[fluorescence artefact?]	0	5

# An excerpt from above in order of length of the SMILES, ascending:
SMILES	FXIIa inh	Rad51 HR inh	MDM2 E3 inh	eIF4E 4G PPI	Wee1 stabilizer	hK5 inh	14-3-3 Bad PPI	FXIa inh	p97 ATPase inh
CCCCNCCOCCOc1ccc(Cl)cc1Br	4	·	-7	-1	6	-9	11	3	-8
COc1ccccc1NC(=S)NC1CCCCCC1	-1	1	-8	5[fluorescence artefact?]	2	4	-13[fluorescence artefact?]	-9	-4
COC(=O)c1ccc(Cn2nc(C)cc2C)cc1	22	4	-9	-6	-1	-10	2	16	4
COc1cccc(NC(=O)Nc2cc(Cl)ccc2C)c1	4	-5	-15	1	-5	-51	1	0	3
CCCc1cc(C(=O)Nc2ccc(C(C)=O)cc2)no1	7	-2	-16	2	0	-9	1	-4	1
CCOC(=O)c1c(NC(=O)CSc2nncn2C)sc(C)c1C	-2	·	-1	3	-3	-10	5	-3	-2
COC(=O)c1cc2occc2n1CC(=O)Nc1ccc(C)cc1C	12	-7	5	0	1	-32	-4	0	-5
Cc1ccc(C(=O)Nc2cccc(C(=O)N3CCOCC3)c2)cc1	-1	-11	-9	5	4	-12	36[fluorescence artefact?]	0	-6
O=C(Nc1ccccc1)c1ccc(S(=O)(=O)NCC2CCCO2)cc1 (stereo not drawn)	-7	·	-12	-2	4	-20	6	-6	-4
COc1ccccc1C1CCN(C(=O)c2cnn(-c3ccccc3)c2C)CC1	5	22	-17	-6	-1	3	5	13	-4
Nc1nnnn1/N=C/c1cc(Cl)cc(Cl)c1OCc1ccc(Cl)cc1Cl	19	10	-7	-32	-1	-25	6	-1	5
O=c1c2ccc(Cl)cc2nc(-c2ccc([N+](=O)[O-])cc2)n1O	-3	19	-3	1	-2	-14	-6	-5	1
CCN(CC)CCCNC(=O)CNC(=O)c1nn(-c2ccc(OC)cc2)c(=O)c2ccccc12	8	0	21	4	-1	1	-16	-2	10

# Later entries.
SMILES	FXIIa inh	Rad51 HR inh	MDM2 E3 inh	eIF4E 4G PPI	Wee1 stabilizer	hK5 inh	14-3-3 Bad PPI	FXIa inh	p97 ATPase inh
Cc1ccc(C(=O)N(Nc2nc3ccccc3s2)C(=O)c2ccc(C)cc2)cc1	13	·	0	6	-1	1	-6	7	4
Cc1ccnc(NC(=O)c2ccc3c(c2)OCO3)c1	0	1	-47	2	3	-6	-5	-6	-28
COc1ccc(CCNc2c(C)c(C)nc3ncnn23)cc1	13	4	-10	5	2	-24	-4	1	4
CC(c1ccccc1)n1c(NCCCn2ccnc2)nc2c1c(=O)[nH]c(=O)n2C (stereo not drawn)	10	-10	-17	0[fluorescence artefact?]	1	2	3[fluorescence artefact?]	2	-7
CN1/C(=C\C=[N+](C)c2ccccc2)C(C)(C)c2ccccc21	15	12	-12	-1[fluorescence artefact?]	1	-16	7[fluorescence artefact?]	5	1
COc1cc(CN2CCN(Cc3ccc([N+](=O)[O-])cc3)CC2)c([N+](=O)[O-])cc1OC	2	2	-15	6	0	6	42	-1	3
CC(C)CCN1CC(O)=C(c2nc(-c3ccc(Cl)cc3)cs2)C1=N	11	-4	8	-23[fluorescence artefact?]	-3	-9	9[fluorescence artefact?]	4	2
O=C(NCc1ccco1)C(c1ccccc1)N(CC1CCCO1)C(=O)Cn1nnc2ccccc21 (stereo not drawn)	-2	-8	-1	4	3	-9	-11	-8	-2
CCn1c(C)csc1=NC(=O)c1ccccc1	14	0	-9	2	0	-18	10	14	5

# Screening results: PubChem BioAssay, several laboratories
